Assay outcomes (PubChem)
Tb hexokinase = Trypanosoma brucei hexokinase 1 inhibitors, primary screen, biochemical, G6PDH-coupled NADH absorbance, MLSCN library. recombinant TbHK1, G6PDH-coupled NADH A340. inhibition, % at 10 µM. hit rate 0.11% among 220,000. AID 1430, 2008;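 active = inhibition of 50% or more in the single-dose primary screen; inactive = inhibition below 50%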
EP2 antag = human EP2 receptor antagonists, primary screen, TR-FRET cAMP, C6 glioma cells. C6 glioma cells expressing human EP2; cells stimulated with saturating PGE2. inhibition, % at 25 µM. hit rate 0.52% among 260,000. AID 1422, 2008;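 active = percent inhibition above 40 after rounding to a whole number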;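 also: rat C6 glioma host cells with rolipram phosphodiesterase inhibitor present; the protocol text gives 20 µM as final concentration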
Target sequence (P43116 whole entry, looked up): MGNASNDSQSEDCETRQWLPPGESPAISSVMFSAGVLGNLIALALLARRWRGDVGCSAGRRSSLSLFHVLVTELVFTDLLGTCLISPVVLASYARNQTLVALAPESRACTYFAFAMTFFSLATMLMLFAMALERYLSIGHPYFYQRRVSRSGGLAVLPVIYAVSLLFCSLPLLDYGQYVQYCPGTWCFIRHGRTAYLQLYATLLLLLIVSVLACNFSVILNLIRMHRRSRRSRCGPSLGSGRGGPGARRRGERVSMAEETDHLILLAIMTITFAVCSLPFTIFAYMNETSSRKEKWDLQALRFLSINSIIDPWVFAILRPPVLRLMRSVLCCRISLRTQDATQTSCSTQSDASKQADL
zVAD death inh = inhibitors of zVAD-triggered necroptosis, primary screen, L929 cells; viability rescue, % at 10 µM; hit rate 0.38% among 220,000; AID 1377, 2008; L929 zVAD necroptosis rescue, ATP luminescence, 24 h; with zVAD 60 µM;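 active = activation, scaled between plate controls, above about 75%, limit read from the data; inactive = activation under that limit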;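 also: 0% = zVAD with DMSO and 100% = DMSO alone without zVAD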
TNF death inh = inhibitors of TNF-alpha triggered necroptosis, primary screen, cell-based, Jurkat FADD-/-, single concentration; Jurkat FADD-/- TNF necroptosis rescue, ATP luminescence, 24 h; 0 = TNF only, 100 = no-TNF cells; activation (protection from cell death), % at 10 µM; hit rate 0.068% among 220,000; AID 463075, 2010;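 active = activation, meaning protection from cell death, of at least 50% relative to plate controls; inactive = activation below 50%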;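 also: necroptosis triggered by 40 ng/mL TNF-alpha added together with compound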
FXIa inh 1536 = human FXIa protease inhibitors, primary screen, biochemical, 1536-well; Coagulation factor XI (Homo sapiens), P03951; purified FXIa, Boc-Glu-Ala-Arg-AMC fluorogenic substrate; inhibition, % at 5 µM; hit rate 0.14% among 220,000; AID 798, 2007;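 active = inhibition of at least 40%; inactive = inhibition below 40%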;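 also: fluorescence of freed AMC excited at 355 nm; 0% = enzyme without compound and 100% = no enzyme blank; many of its hits are not listed in these tables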
CHOP inhibitor = inhibitors of CHOP promoter induction, primary screen, cell-based, unfolded protein response, luciferase reporter | CHO-K1 CHOP-promoter luciferase, tunicamycin-induced, 15-18 h | inhibition, % at 10 µM | hit rate 3.8% among 220,000 | AID 2732, 2010;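 active = compounds that reduced the stress-induced luciferase reporter signal by more than about 70% of percent inhibition, limit read from the data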;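 also: 0% = tunicamycin plus vehicle and 100% = wells without tunicamycin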
FXIIa inh = human FXIIa protease inhibitors, primary screen, biochemical, 1536-well. Coagulation factor XII (Homo sapiens), P00748. purified FXIIa, Boc-QGR-AMC fluorogenic substrate, 2 h. inhibition, % at 5 µM. hit rate 0.3% among 220,000; in the data active = inhibition above about 40%;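 also: 0% = enzyme with no compound and 100% = blank without enzyme; many of its hits are not listed in these tables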
Wee1 degr inh = Wee1 degradation inhibitors, primary screen, cell-based, HeLa, Wee1K328M-luciferase, luminescence; HeLa Luc-Wee1K328M stability; 100% = proteasome inhibitor MG132 effect; reporter increase, % at 5 µM; hit rate 1.2% among 220,000; AID 1321, 2008;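 active = activation above the mean of all tested compounds plus 3 SD, set per screening run, cut at about 8.8% in these data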;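 also: cells exposed to compound for 20 h before luminescence read; 0% = DMSO alone and 100% = MG132 at 30 µM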
Target sequence (P30291 whole entry K328M): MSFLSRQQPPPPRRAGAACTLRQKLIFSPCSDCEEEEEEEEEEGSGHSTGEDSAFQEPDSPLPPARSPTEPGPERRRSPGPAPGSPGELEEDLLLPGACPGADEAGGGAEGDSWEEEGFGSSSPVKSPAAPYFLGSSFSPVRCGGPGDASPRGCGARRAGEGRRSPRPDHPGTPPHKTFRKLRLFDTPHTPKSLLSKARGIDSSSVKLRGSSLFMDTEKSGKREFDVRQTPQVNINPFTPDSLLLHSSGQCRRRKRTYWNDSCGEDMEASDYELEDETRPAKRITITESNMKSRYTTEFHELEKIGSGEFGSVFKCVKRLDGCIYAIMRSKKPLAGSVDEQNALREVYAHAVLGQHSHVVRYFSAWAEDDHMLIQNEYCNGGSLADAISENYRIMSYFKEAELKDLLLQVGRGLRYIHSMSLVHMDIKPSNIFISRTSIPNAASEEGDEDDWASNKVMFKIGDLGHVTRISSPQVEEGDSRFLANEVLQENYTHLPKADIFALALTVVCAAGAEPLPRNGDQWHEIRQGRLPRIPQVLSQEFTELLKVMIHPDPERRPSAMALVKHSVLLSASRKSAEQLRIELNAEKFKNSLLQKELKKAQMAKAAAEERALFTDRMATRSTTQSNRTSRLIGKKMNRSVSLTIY
PPC-1+TRAIL kill = compounds killing PPC-1 cancer cells with TRAIL present, primary screen, TRAIL potentiator project, ATPLite luminescence, uHTS | PPC-1 cells + TRAIL, ATPLite viability luminescence | cell killing (% activity), % at 4 µM | hit rate 0.41% among 220,000;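 active = cell killing above 50% in the first pass at 4 µM, then a duplicate retest at 5 µM averaging 50% or more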;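 also: plate controls were cells with TRAIL plus DMSO for no effect and medium-only wells lacking cells for full effect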
* = called active by the depositor; · = not tested or not shown; & = joins results of further samples. Some of the compounds tested; count on the stated rates, not on these rows.

canonical_smiles,Tb hexokinase,EP2 antag,zVAD death inh,TNF death inh,FXIa inh 1536,CHOP inhibitor,FXIIa inh,Wee1 degr inh,PPC-1+TRAIL kill
CCN(CC)c1ccc(/C=N/N2CCN(Cc3cccc4ccccc34)CC2)c(O)c1,-22.9,8.8,0.4,-0.7,-6.0,-7.6,-2.8,-3.4,-2.8
Cc1cc(C)c2c(=O)c(/C=C3\NC(=S)NC3=O)coc2c1,-15.0,2.8,-0.7,-2.2,-3.6,15.5,8.4,1.7,2.4
CCc1ccc(S(=O)(=O)NC(=S)Nc2ccccc2)cc1,5.8,8.7,-0.1,0.3,4.1,1.5,9.3,0.9,8.5
N#CC(C#N)=Cc1cccn1-c1ccc(C(=O)O)cc1,-6.8,5.0,0.4,-0.8,0.9,27.4,6.8,0.3,17.3
Cc1ccc(NC(=O)CCNCc2ccco2)cc1S(=O)(=O)N(C)C,12.2,4.6,-1.0,0.1,7.3,9.6,10.1,-0.3,15.0
Cc1nnc(SCC(=O)N2CCCC2)n(N)c1=O,-1.3,5.6,1.2,-0.2,-3.3,-5.3,7.4,-0.7,8.8
COc1ccc(S(=O)(=O)N(Cc2ccccc2)Cc2nc3ccccc3c(=O)[nH]2)cc1,0.1,9.8,-0.4,-4.5,-8.5,71.8*,8.7,1.2,-18.7
COCCNC(=O)CN(Cc1ccc2c(c1)OCO2)C(=O)CCC(=O)Nc1nccs1,53.5*,7.4,-0.1,-1.0,-1.0,39.9,21.6,1.0,16.5
CC(=O)OC[C@H]1O[C@@H](Sc2cccc3cccnc23)[C@H](OC(C)=O)[C@@H](OC(C)=O)[C@H]1OC(C)=O,-0.4,6.3,0.7,1.5,16.0,-9.4,16.8,-0.8,11.2
CC(=O)c1ccc(NC(=S)NNC(=O)NC2CCCCC2)cc1,-4.3,9.0,4.2,0.8,0.5,4.5,11.8,0.6,-7.8

Carrying on.
canonical_smiles,Tb hexokinase,EP2 antag,zVAD death inh,TNF death inh,FXIa inh 1536,CHOP inhibitor,FXIIa inh,Wee1 degr inh,PPC-1+TRAIL kill
Cc1ccc(-c2csc(N/N=C/C=C/c3ccccc3)n2)cc1,-17.1,9.0,0.0,-2.1,2.7,9.6,16.5,3.8,-4.4
COc1cccc(NC(=O)N2CCCC2C(=O)NC2CC2)c1 (stereo unspecified),-3.0,10.0,-0.4,-3.6,3.4,3.4,6.2,-0.1,26.1
CCOC(=O)C1=C(C)NC(C)=C(C(=O)OCC)C1C1=COCCO1,-1.5,14.8,0.0,-1.6,-4.5,14.8,14.4,2.6,6.3
COc1ccc(C(C)=O)cc1CSc1nnc(-c2ccc(Cl)cc2)n1-c1ccccc1,-3.4,11.3,-0.5,-6.9,-0.5,4.3,15.6,-0.3,5.0
O=C(c1ccco1)N1CCN(CC(=O)N2CCCc3c2c(=O)oc2ccc(O)cc32)CC1,-12.6,5.0,0.6,-0.5,-1.6,5.7,15.8,-0.7,-8.1
COc1ccc(OC)c(-c2nc(CN(C)C(C)c3ccncn3)c(C)o2)c1 (stereo unspecified),-11.2,4.9,-0.9,-0.4,-1.5,-7.8,3.4,-2.7,·
CCCS(=O)(=O)c1nc(S(=O)(=O)c2ccc(C)cc2)c(NCCN2CCOCC2)s1,-7.8,7.5,-0.2,-3.0,-13.7,25.7,2.9,3.0,24.9
Nc1nnc(SCCCC(=O)c2ccccc2)s1,2.7,8.0,0.8,-2.9,-10.9,-7.0,-2.0,-1.1,20.6
CSCCC(NS(=O)(=O)c1ccc(F)cc1)C(=O)NCc1ccc(S(N)(=O)=O)cc1 (stereo unspecified),3.3,5.7,0.4,1.3,-1.3,-36.8,9.7,3.2,-1.9
COc1ccc(C(=O)COc2ccc(F)cc2)c(O)c1,-13.8,3.1,0.1,-0.2,2.5,4.0,15.5,17.8*,9.1

Records listed so far printed as active in Tb hexokinase.
| structure | Tb hexokinase | FXIa inh 1536 | CHOP inhibitor | FXIIa inh | Wee1 degr inh |
| --- | --- | --- | --- | --- | --- |
| COCCNC(=O)CN(Cc1ccc2c(c1)OCO2)C(=O)CCC(=O)Nc1nccs1 | 53.5* | -1.0 | 39.9 | 21.6 | 1.0 |

Further records.
canonical_smiles,Tb hexokinase,EP2 antag,zVAD death inh,TNF death inh,FXIa inh 1536,CHOP inhibitor,FXIIa inh,Wee1 degr inh,PPC-1+TRAIL kill
O=C(Nc1nnc(COc2ccccc2)s1)Nc1ccccc1F,-0.5,9.2,-0.1,-1.2,0.7,96.7*,8.6,-0.5,8.6
C/C(=N/NC(=O)Cc1ccccc1)c1ccc(C)s1,-9.0,0.5,0.7,1.0,10.8,9.1,13.8,1.2,-8.7
CC1=C/C(=C\C=C(C#N)C#N)N(C)c2ccccc21,-2.5,8.4,0.0,-10.6,5.0,8.4,15.1,1.3,19.3
COc1ccccc1C(=O)Nc1nnn(C)n1,1.2,8.3&10.8,2.9,-0.2,7.5,20.8,24.4,-0.3,7.9
CCOC(=O)C(=CNc1ccc2c(c1)c1ccccc1n2CC)C(=O)OCC,-32.6,15.1,0.4,-0.4,-3.8,7.4,-0.2,4.3,10.7
Cc1cc(=O)c2c(o1)CC(C)(C)CC2=O,-2.4,10.8,0.4,-0.7,-7.6,63.2,-14.7,-0.8,6.5
CCCCn1c(NC(C)=O)c(C#N)c2nc3ccccc3nc21,5.6,8.8,0.6,-5.8,-9.6,2.3,-5.9,1.3,29.3
CS(=O)(=O)N(Cc1ccc(C(=O)NCCSc2ccccn2)cc1)c1ccccc1,32.2,8.8,0.5,-1.3,7.7,0.6,8.4,-0.1,18.4
O=C(CN1CCN(Cc2ccccc2)CC1)c1ccccc1,-7.9,9.4,0.7,0.9,-8.4,18.3,7.2,-2.1,-1.3
C/C(=N\OC(=O)c1ccc(F)cc1)c1ccc(F)c(F)c1,-7.9,11.4,0.9,4.0,0.4,39.9,6.3,0.0,11.4

(listing goes on)
canonical_smiles,Tb hexokinase,EP2 antag,zVAD death inh,TNF death inh,FXIa inh 1536,CHOP inhibitor,FXIIa inh,Wee1 degr inh,PPC-1+TRAIL kill
Cc1cc(C)nc(N(C#N)S(=O)(=O)c2ccccc2Cl)n1,4.1,14.3,-0.8,0.0,-0.9,29.9,3.6,0.1,20.6
Cc1ccc(/C=N/NC(=S)NCCc2ccccc2)s1,-1.4,13.6,0.2,0.9,-2.4,-10.2,0.8,1.2,8.9
CCOC(=O)CN1CCS(=O)(=O)CC1,5.1,11.5,4.8,0.0,-1.3,8.8,-0.5,-1.9,1.8
COc1ccc(N2C(=O)CCC(C(C)=O)=C2C)cc1,-0.3,2.5,-0.6,0.3,-7.8,12.5,-12.9,3.2,10.9
Cc1ccc(S(=O)(=O)N2CC3CCCC2C3)cc1 (stereo unspecified),-3.3,10.6,1.9,0.3,-5.1,13.9,3.1,-0.6,22.3
N#CC1=C(N)OC2=C(C(=O)CC(c3ccccc3)C2)C1c1ccc2c(c1)OCO2 (stereo unspecified),-3.9,9.5,·,0.6,7.7,2.0,15.0,1.1,19.8
C/C(=N\NC(=O)c1c[nH]c2ccccc12)c1ccco1,-53.2,21.0,0.6,-0.7,-3.8,32.9,14.7,-1.1,-3.5
CC(=O)O/N=C/c1c(NCc2ccccc2)nc2c(C)cccn2c1=O,-25.2,10.1,0.2,-12.5,-4.1,0.0,0.3,12.3*,7.7
O=C(COc1ccc(Cl)cc1)NC1CCSC1=O (stereo unspecified),3.1,10.8,1.8,1.4,-3.4,20.9,1.3,-0.1,9.6
COc1cc(NC(=O)C/C(C)=N/NC(=O)c2cccc(O)c2)c(OC)cc1Cl,1.2,11.7,0.4,2.0,-7.5,11.4,3.1,0.6,5.0

(further entries)
canonical_smiles,Tb hexokinase,EP2 antag,zVAD death inh,TNF death inh,FXIa inh 1536,CHOP inhibitor,FXIIa inh,Wee1 degr inh,PPC-1+TRAIL kill
CC1Cc2ccccc2N1C(=O)COC(=O)c1ccc(Br)o1 (stereo unspecified),7.8,2.7,-0.4,2.5,-0.8,0.9,11.3,4.6,7.0
CC1CCCCC1NC(=O)c1cncc(Br)c1 (stereo unspecified),3.9,4.1,-0.3,-0.7,5.4,24.3,11.6,-4.5,23.0
O=C(Nc1cccs1)NC1CCCC1,1.6,7.1,0.1,-1.2,12.3,24.1,13.3,-5.8,11.2
CC(/C=N/n1c(-c2cc(C)[nH]n2)n[nH]c1=S)=C\c1ccccc1,-5.7,7.7,1.8,1.6,8.6,11.4,8.0,-0.5,11.1
CC(C)(C)c1ccccc1OCCCCN1CCCC1,8.1,13.9,-1.0,-0.4,5.1,42.9,8.2,-1.9,-21.6
COc1ccc(C(=O)N(c2ccc(OC)cc2)S(=O)(=O)c2cccs2)cc1,30.2,1.9,0.1,1.0,4.5,27.6,9.9,-2.6,8.1
O=C(O)CCCCCNC(=O)c1ccc(Br)cc1,-1.3,6.6,0.0,1.7,9.8,1.9,22.0,7.1,5.2
C/C(=N\OC(=O)C1CC1)C1CC1c1ccc(F)cc1 (stereo unspecified),8.2,6.1,-2.3,-0.8,33.2,27.1,33.2,-0.4,1.4
O=C(O)C(F)(F)C(NCc1ccccc1)c1ccccc1 (stereo unspecified),-11.6,4.4,-1.1,-0.3,3.0,-11.7,18.5,1.2,21.2
CCc1ccc2nc(NC(=O)CSCc3c(C)noc3C)sc2c1,-3.2,4.6,0.3,-0.9,7.3,62.4,13.3,-1.5,4.3

(list continues)
canonical_smiles,Tb hexokinase,EP2 antag,zVAD death inh,TNF death inh,FXIa inh 1536,CHOP inhibitor,FXIIa inh,Wee1 degr inh,PPC-1+TRAIL kill
CC(C)c1onc(C(=O)N2CCCCC2)c1[N+](=O)[O-],-3.6,8.2,0.4,0.0,-9.9,-15.3,0.4,2.4,-3.6
CNCCOc1ccccc1-c1ccccc1,0.9,15.2,0.7,1.8,19.0,4.0,11.6,0.4,8.6
Cc1cc(Oc2ccc(Br)cc2)nc(SCC(=O)c2ccccc2)n1,-2.8,9.3,0.8,-0.9,-1.3,29.1,5.8,-1.0,1.1
COC(=O)NNC(=O)c1cccc(C)c1,-2.0,13.1,0.1,-2.1,-1.1,-2.9,9.8,1.5,-10.2
CC1CN(c2ccc([N+](=O)[O-])c(NCCOc3ccccc3)c2)CCN1 (stereo unspecified),3.8,15.3,5.2,4.8,-2.3,3.0,6.9,-1.3,-2.9
COc1cccc(/C=N/NC(=S)NCc2ccco2)c1OC,-15.3,10.3,-0.4,1.9,3.3,-23.0,7.4,4.0,-0.5
O=C(Nc1ccc2c(c1)OCO2)C1CCN(C(=O)c2cccs2)CC1,0.8,3.5&7.5,0.4,-0.3,5.3,23.6,7.4,-1.4,27.9
COc1ccc(/C=N/NC(=O)C(=O)/C=C2\NC3(CCCC3)Cc3ccccc32)cc1,-6.5,3.4,0.7,2.1,0.3,9.7,13.4,-0.4,21.8
CCOC(=O)c1sc(NC(=O)/C=C/c2cnn(CC)c2C)c(C(=O)OCC)c1C,-25.8,5.0,-0.2,-12.1,-12.2,38.4,-3.9,0.3,13.8
CC(C)C1Nc2c(C(=O)O)cccc2C(Nc2ccccc2C(=O)O)C1(C)C (stereo unspecified),-7.0,6.1,1.3,-0.2,-5.3,17.2,3.0,-0.3,2.0
COc1ccccc1C(OC(=O)c1cccs1)C(=O)NCc1ccco1 (stereo unspecified),1.9,3.9&11.9,-0.2,-1.0,11.0,-12.8,19.1,-1.4,20.4
C#Cc1ccc(C(=O)NCc2ccc(N3CCCC3=O)cc2)cc1,-0.9,4.0,3.0,0.3,6.1,11.7,5.2,0.2,9.9
